MsrA inh – inhibits bovine methionine sulfoxide reductase A; purified bovine MsrA, absorbance read-out; inhibition, % at 15.5 µM; hit rate 0.75% among 360,000; AID 651718; in the data active means inhibition above about 4.5%;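 further: 0% = vehicle wells with enzyme and 100% = reference inhibitor wells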
CendR NRP1 mod – modulators of CendR peptide binding to human neuropilin-1 | O14786 | FAM-RPARPAR peptide binding to NRP-1, fluorescence polarization | inhibition, % at 25 µM | hit rate 0.85% among 360,000 | AID 602438;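 active means inhibition or corrected inhibition above about 18%, plus a signal ratio from 0.5 to 1.5, limit read from the data, passing the limit was not always enough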; further: strong numbers were not always called active
STEP inh – inhibitors of human striatal-enriched phosphatase STEP. hit rate 0.25% among 360,000. inhibition, % at 20 µM. recombinant STEP, OMFP fluorogenic substrate, fluorescence. AID 588621;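 active means inhibition at 20 µM, scaled per plate between control wells, above about 37%, limit read from the data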;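 further: 0% = DMSO with enzyme and substrate and 100% = substrate only without enzyme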
Target sequence (P54829 whole entry, looked up): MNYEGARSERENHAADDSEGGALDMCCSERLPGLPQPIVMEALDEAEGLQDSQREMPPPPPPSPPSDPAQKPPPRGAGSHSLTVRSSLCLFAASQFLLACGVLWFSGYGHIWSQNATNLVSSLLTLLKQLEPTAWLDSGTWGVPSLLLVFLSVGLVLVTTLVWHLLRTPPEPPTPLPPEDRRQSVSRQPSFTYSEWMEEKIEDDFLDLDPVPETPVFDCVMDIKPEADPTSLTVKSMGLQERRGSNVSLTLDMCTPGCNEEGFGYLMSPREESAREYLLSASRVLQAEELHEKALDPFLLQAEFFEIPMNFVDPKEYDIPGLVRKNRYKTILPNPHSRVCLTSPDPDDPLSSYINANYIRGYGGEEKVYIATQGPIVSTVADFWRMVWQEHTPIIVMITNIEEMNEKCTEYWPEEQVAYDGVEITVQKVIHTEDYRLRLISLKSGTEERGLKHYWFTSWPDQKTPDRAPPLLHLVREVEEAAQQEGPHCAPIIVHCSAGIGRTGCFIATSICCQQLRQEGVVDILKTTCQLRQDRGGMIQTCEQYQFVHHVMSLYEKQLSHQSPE
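Assay system: isolated STEP enzyme / Timing: 20 min at room temperature, dark / Doses: 20 µM, 1% DMSO / Technique: fluorescence intensity, excitation 480 nm, emission 540 nm / Reagent: fluorogenic phosphatase substrate OMFP at 25 µM final / Measure: percent inhibition scaled to no-enzyme and uninhibited-enzyme controls, plate-pattern corrected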
E coli Lon inh – inhibitors of E. coli Lon protease; purified E. coli Lon protease, fluorescence polarization; P0A9M0; AID 602123; inhibition, % at 7.94 µM; hit rate 0.42% among 360,000; in the data active means inhibition above about 13%, passing the limit was not always enough;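 further: 0% = enzyme with probe and DMSO and 100% = no enzyme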
LMPTP block – blocks human LMPTP phosphatase. hit rate 0.22% among 360,000. recombinant LMPTP-A, OMFP fluorogenic substrate, fluorescence intensity. inhibition, % at 20 µM. P24666;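 active means compounds that cut the enzyme signal by at least half of the control window in the single-dose screen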;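 further: plate controls were DMSO wells with enzyme plus substrate for no effect and substrate without enzyme for full effect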
Target sequence (P24666 whole entry, looked up): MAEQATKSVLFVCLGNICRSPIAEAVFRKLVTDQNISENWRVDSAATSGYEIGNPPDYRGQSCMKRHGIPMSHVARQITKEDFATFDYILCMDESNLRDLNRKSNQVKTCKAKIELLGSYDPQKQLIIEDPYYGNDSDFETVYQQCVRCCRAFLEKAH
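Test system: LMPTP-A phosphatase enzyme. Amount: LMPTP-A at 0.625 nM final in the reaction. Reagent: OMFP substrate, 400 µM final. Times: 50 min at room temperature. Signal: endpoint fluorescence intensity from OMFP dephosphorylation. Read-out basis: % inhibition. Benchmarks: no-enzyme and uninhibited controls.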
DNMT1 block – blocks human DNA methyltransferase DNMT1; DNMT1 molecular beacon, Hinp1I cleavage, fluorescence; P26358; AID 588458; inhibition (reported as % activation of signal), % at 10 µM; hit rate 0.83% among 360,000; in the data active means inhibition above about 50%
Tb MetRS inh – Trypanosoma brucei MetRS inhibition | purified T. brucei MetRS, ATP depletion, Kinase-Glo luminescence | inhibition, % at 11.9 µM | hit rate 0.4% among 360,000;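 active means inhibition above a per-plate cutoff of the control wells' mean inhibition plus 3 SD, cut at about 5.5% in these data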;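 further: 0% = DMSO wells median and 100% = median of wells with control inhibitor compound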
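Dosing: 11.9 µM compound single dose, 0.9% DMSO; Assay system: purified T. brucei MetRS enzyme; Measured by: Kinase-Glo luciferase luminescence reporting remaining unconsumed ATP; Schedule: 15 min plus 2 h at 25 °C.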
SUMO1-SIM PPI – SUMO1-SIM interaction modulation | inhibition, % at 20 µM | AID 602429 | SUMO1 binding to a labelled peptide, TR-FRET, 1 h | hit rate 0.33% among 360,000 | P63165; in the data active means inhibition above about 37%
Target sequence (P63165 whole entry, looked up): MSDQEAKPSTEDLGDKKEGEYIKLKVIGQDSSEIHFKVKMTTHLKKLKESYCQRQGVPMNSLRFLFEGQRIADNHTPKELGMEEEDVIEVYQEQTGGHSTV
Scp1 inh – blocks human Scp-1 phosphatase activity; Q9GZU7; Recombinant Scp1, phosphopeptide, malachite green phosphate absorbance; inhibition, % at 20 µM; hit rate 0.88% among 340,000; AID 493091;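 active means inhibition above about 50% at 20 µM, limit read from the data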;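 further: plate controls were DMSO wells with enzyme for no effect and wells lacking enzyme for full effect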
Target sequence (Q9GZU7 76-261 limits assumed): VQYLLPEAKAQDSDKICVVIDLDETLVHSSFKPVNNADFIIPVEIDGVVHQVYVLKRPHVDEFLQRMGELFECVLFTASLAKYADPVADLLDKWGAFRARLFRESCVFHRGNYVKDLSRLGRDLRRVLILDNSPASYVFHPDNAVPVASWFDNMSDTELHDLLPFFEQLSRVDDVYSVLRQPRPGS
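Times: enzyme reaction 45 min at room temperature, colour 5 min, stabilisation 30 min. Material: SCP-1 catalytic fragment, aa 76-261. Medium: Acidic Tris acetate buffer with magnesium and detergent. Signal: colorimetric free-phosphate detection, absorbance 630 nm. Read-out basis: % inhibition of SCP-1 phosphate liberation. Reagent: Phosphorylated 17-residue peptide substrate.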
bovine MsrA act – activators of bovine methionine sulfoxide reductase A; purified bovine MsrA, absorbance read-out; activation, % at 10.6 µM; hit rate 0.3% among 360,000; AID 602163; in the data active means activation above about 7.5%;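 further: 0% = vehicle and 100% = reference activator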
Numbers without * were called inactive; . = no result given.

Every second line gives: MsrA inh, CendR NRP1 mod, STEP inh, E coli Lon inh, LMPTP block, DNMT1 block, Tb MetRS inh, SUMO1-SIM PPI, Scp1 inh, bovine MsrA act
- O=C(OCn1nnc2ccccc2c1=O)c1ccc(N2CCOCC2)c([N+](=O)[O-])c1
    0.8, 5, 1, 19, -0.7, 3, 0.3, -22, -6, -7
- CC1(c2ccccc2)NC(=O)N(CC(=O)Nc2ccc(C(N)=O)cc2)C1=O (stereo not drawn)
    -0.2, -5, 1, -4, -2.1, 0, -0.5, 4, -5, 6
- CCOc1ccc(OCCOC(=O)CN2C(=O)NC3(CCCC3)C2=O)cc1
    0.1, 7, 1, 1, -0.5, 5, -0.5, 5, -3, 5
- Cc1cccc(OCc2nc(-c3nonc3N)no2)c1C
    -0.9, -13, 1, 7, 0.1, -13, -0.6, 0, -2, 1
- COc1ccccc1NC(=O)N(C)C[C@H]1Oc2cc(Br)ccc2S(=O)(=O)N([C@H](C)CO)C[C@H]1C
    -0.3, -7, -2, 1, -1.8, 0, -0.7, 4, ., -2
- O=C(O)CC1S/C(=N/N=C/c2ccc(Br)cc2)N(c2ccccc2)C1=O (stereo not drawn)
    3.5, 3, -1, -1, -1.2, -4, 1.4, -2, -9, -4
- Nc1nc2nc(-c3ccccc3)cc(C(F)(F)F)c2s1
    2.7, 13, -2, -1, -1.3, 2, -0.6, 0, 0, -3
- COC(=O)[C@@H](c1ccccc1)N(C)S(=O)(=O)c1cccc(S(=O)(=O)N(C)[C@@H](C(=O)OC)c2ccccc2)c1
    0.7, 0, 1, 6, 5.1, 9, -0.4, -8, -17, -2
- O=C(NCCN1C(=O)C2C3C=CC(C3)C2C1=O)N1CCCCC1 (stereo not drawn)
    -0.3, 4, 0, -7, -1.3, 0, -0.3, 0, -16, 0
- CN(C)S(=O)(=O)N1CCN(S(=O)(=O)N(C)C)CC1
    -0.6, 10, -1, 2, -1.7, 6, -0.1, -5, -1, 1
- CCOC(=O)N1CCC(=NNC(=O)COc2ccc(C#N)cc2)CC1
    -0.5, 10, -2, 2, -1.2, 5, 0.0, -3, -2, -1
- O=C(Nc1ccc(S(=O)(=O)NCc2ccccc2)cc1)C1CCCCC1
    0.4, 0, 1, -9, 2.0, 1, -0.5, -6, -4, -9
- CCOc1ccc(S(=O)(=O)Nc2cccc(OC)c2)cc1
    -0.5, 2, -2, 3, 0.0, 3, -1.4, -1, 1, -10
- CCOC(=O)C1=CN(Cc2cccc(F)c2)S(=O)(=O)NC1c1cccc(OC)c1 (stereo not drawn)
    0.2, 1, -1, -5, 0.1, 5, -2.9, 3, 1, -6
- CCn1c(C(C)NC(=O)c2cccs2)n[nH]c1=S (stereo not drawn)
    -0.1, 6, -3, -3, -2.5, 8, -1.4, 0, -2, -4
- COc1ccccc1N1CC(C(=O)Nc2nnc(SCC(=O)NC(C)C)s2)CC1=O (stereo not drawn)
    0.8, 13, 22, -17, -2.4, -1, -0.2, 4, -8, 1
- COc1ccc(OC)c(C(O)c2coc3ccc(O)c(CN4CCOCC4)c23)c1 (stereo not drawn)
    ., -2, -2, -6, -3.9, 0, -0.3, 3, -7, -6
- C=CCC[C@@H](Cc1ccc(F)cc1)C(=O)OC[C@@H](Cc1c[nH]c2ccccc12)NC(=O)[C@H](CC=C)CC(=O)N(CCO)Cc1ccccc1
    -0.5, 14, 1, 11, 6.6, -32, -0.3, 6, -18, 0
- CC(C)NCC(=O)Nc1c2c(nc3ccccc13)CCC2
    -0.5, -21, 1, 2, -1.7, 1, -0.1, 4, -1, -2
- CN(C(=O)c1cccc(NC(=O)Cc2ccc(NC(=O)C3CCCN(C(=O)C4CC4)C3)cc2)c1)C1CCCC1 (stereo not drawn)
    -0.2, -4, 3, 1, -0.4, 4, 0.4, 5, 4, -3
- O=C(Nc1ccccc1N1CCOCC1)C1CCCO1 (stereo not drawn)
    -0.9, -3, -2, -5, -1.9, -1, 0.3, 1, -2, -2
- Cc1ccc2nc3c(cc(S(=O)(=O)c4ccccc4)c(=N)n3Cc3ccco3)c(=O)n2c1
    1.6, -30, 5, -10, 13, 12, -0.7, -9, 6, -8
- CCCCN(C(=O)CN(C)CC(=O)Nc1cccc(OC)c1)c1c(N)n(CCCC)c(=O)[nH]c1=O
    -0.3, 11, 2, 4, -0.9, 1, -0.6, 2, -5, -2
- COCCN(C(=O)COC(=O)/C=C/c1cccs1)c1c(N)n(Cc2ccccc2)c(=O)[nH]c1=O
    2.1, 15, 2, -3, -2.3, 3, -0.4, -27, -3, -7
- Cc1nn(CC(=O)NNC(=O)c2cccc(Br)c2)c(C)c1[N+](=O)[O-]
    -1.6, -1, 0, 2, -0.9, 1, -0.3, -1, 1, -8
- Cc1cc(C(=O)OCC(=O)NCc2ccco2)c(C)n1-c1ccccc1
    -0.3, -10, -1, -3, 3.7, 56*, -0.1, 6, 73*, -2
- Cc1ccc(NC(=O)c2cccc(F)c2)cc1S(=O)(=O)N1CCCCCC1
    -0.1, 0, -1, -1, 3.3, 0, -0.7, 0, 0, -7
- Cc1ccc(S(=O)(=O)CC(=O)N2CCN(c3cccc(C(F)(F)F)c3)CC2)cc1
    1.9, 10, 1, 8, 0.9, -2, 0.0, 5, -7, -1
- O=[N+]([O-])c1cc(CS(=O)(=O)Oc2ccc(Cl)cc2)c(O)c([N+](=O)[O-])c1
    1.5, 12, 2, 6, -0.6, 4, 0.5, -19, -5, -5
- Fc1ccccc1N1CCN(Cc2cnc(Cl)s2)CC1
    0.0, -13, 2, -1, -0.9, -1, -0.3, -1, 3, -1
- C=C(C)COc1ccc(-c2[nH]ncc2-c2ccc(Br)cc2)c(O)c1
    -0.5, -9, -2, -3, 3.4, -23, -0.5, 0, -2, -3
- Cc1nn(C)cc1S(=O)(=O)Nc1ccc(C(F)(F)F)cc1
    -1.0, 12, -1, -12, -0.6, 0, 0.4, 1, -2, -3
- COc1ccc(C)cc1NC(=S)NC(C)c1ccc(OC)c(OC)c1 (stereo not drawn)
    0.1, -5, 3, -1, 0.6, 1, 0.4, 4, -7, -1
- COC(=O)[C@@]1(Cc2ccc(F)cc2)[C@@H]2[C@@H](CC(=O)[C@H]2CC(=O)C(=O)N(C)C)CN1C(=O)c1ccccc1
    ., 15, 1, 0, -1.3, 0, 0.1, 3, -6, 1
- Cc1cccc(NC2=CC(=O)OC(C)C2)c1 (stereo not drawn)
    -0.1, 12, 4, -3, -2.2, 0, 0.0, -4, -3, -1
- Nc1nc(NCC2CCCO2)nc(Nc2ccc(F)cc2)c1[N+](=O)[O-] (stereo not drawn)
    1.3, 5, 2, 11, 0.9, 4, 0.5, -15, -5, -5
- CCc1ccccc1N(CC(=O)NCc1ccco1)C(=O)CCC(=O)Nc1ccccn1
    -0.5, 3, 1, -8, -2.6, 1, 0.1, -1, -4, -1
- CC1CCN(CC(=O)NCCc2ccc(F)cc2)CC1
    -0.9, 3, -1, -6, -1.8, 1, -0.5, -5, -1, -3
- Cc1cc(-c2ccc(NC(=O)[C@@H]3CCCC[C@@H]3C(=O)O)c(C)c2)ccc1NC(=O)[C@@H]1CCCC[C@@H]1C(=O)O
    -0.5, 1, 0, -13, -0.6, -2, 1.0, 4, -5, 0
- CS(=O)(=O)c1ccc(C(=O)Nc2ccc(N3CCCCC3)cc2)c(Cl)c1
    0.7, 4, 4, -9, -0.9, -1, -0.9, -2, -5, -7
- CC(OC(=O)c1ccccc1NCc1ccco1)C(=O)Nc1ncc(Cl)cc1Cl (stereo not drawn)
    0.8, 7, 4, 1, 1.9, 4, -0.5, 1, -5, -4
- CCN(C1CCCCC1)S(=O)(=O)c1ccc(OC)c(C)c1
    1.0, 6, -3, -1, 2.3, -3, 0.0, 0, -5, -1
- Cc1cc(C)nc(NC2=NC3CCCCC3N2)n1 (stereo not drawn)
    0.4, -1, -1, -6, -0.4, -3, -0.8, -3, 6, -5
- CC(=O)c1ccc(OCc2nnn(CC(=O)NS(=O)(=O)Cc3ccccc3)c2-c2ccccc2)cc1
    -1.5, -13, -1, -9, -1.3, 3, -0.2, 8, ., -3
- COc1cc(/C=C2/SC(=S)N(CC(=O)O)C2=O)ccc1OC(=O)c1ccco1
    3.4, -54, 1, -11, -1.0, -2, 0.0, -11, 21, -5
- O=C(Nc1ccccn1)C1CCN(S(=O)(=O)c2cccc3nonc23)CC1
    0.6, -24, 0, -4, -2.6, -3, -1.5, -22, -2, -1
- CN(c1ccccc1)S(=O)(=O)c1cccc(NC(=O)c2ccc(Cl)c([N+](=O)[O-])c2)c1
    0.2, -1, 0, 9, 5.2, -2, 3.4, -11, -11, -6
- CCCN1CCN(S(=O)(=O)c2ccc3c(c2)NC(=O)C(C)S3)CC1 (stereo not drawn)
    -0.9, 9, 2, -2, -1.3, -2, 0.3, 0, -3, -1
- COc1ccccc1C(=O)NCCN=C1NS(=O)(=O)c2ccccc21
    -0.3, 5, -3, 6, -1.4, 0, -0.6, 0, 10, -2
- O=C(Nc1cccc(Cl)c1)N1CCN(C2c3ccccc3-c3ccccc32)CC1
    0.3, 11, 1, 5, 1.9, -6, -0.5, 4, -1, -4
- CC1(C(=O)NCc2ccccc2)CN(S(C)(=O)=O)CC(=O)N1C1CCN(Cc2ccccc2)CC1 (stereo not drawn)
    0.3, 0, ., ., -1.1, ., -0.8, -3, ., .
- C=C1CC2C(=O)N(Cc3cc(OC)ccc3OC)C(C(=O)OCC)(C(=O)OCC)C1N2C(=O)OC(C)(C)C (stereo not drawn)
    -0.6, 10, 0, 6, 1.1, 2, -0.5, 1, -5, 0
- O=C(NC(C(=O)N/N=C/c1cccnc1)c1n[nH]c(=O)c2ccccc12)c1ccccc1 (stereo not drawn)
    0.3, 7, -4, -5, -1.0, 21, -0.5, -4, -10, -9
- CCOC(=O)CCc1c(C)c2ccc(OCC(=O)N3CCOCC3)c(C)c2oc1=O
    2.3, -1, 0, 7, 0.9, -6, -0.1, -7, -8, -2
- O=C(COc1ccc(-n2cnnn2)cc1)Nc1ccccc1OC(F)F
    -0.1, 1, 4, -3, -0.5, -6, 0.1, 2, -2, -7
- O=C(c1ccc(F)cc1)C1CCN(C(=O)c2ccncc2)CC1
    -1.1, 6, -5, 5, -0.4, 10, -0.6, 2, -2, -2
- CCN(CC(=O)Nc1c(F)cccc1F)C(=O)CNC(=O)c1cccc(C)c1
    -0.7, -3, 2, 8, -0.9, 0, 0.2, 4, -6, -4
- Cc1cccc(CN2C(=O)c3ccccc3S(=O)(=O)c3ccc(C(=O)NCCCN4CCCC4)cc32)c1
    1.0, -1, 0, 1, 0.1, 0, -0.9, -5, -9, -7

A portion of the results above:
Every second line gives: MsrA inh, CendR NRP1 mod, STEP inh, E coli Lon inh, LMPTP block, DNMT1 block, Tb MetRS inh, SUMO1-SIM PPI, Scp1 inh, bovine MsrA act
- O=C(OCn1nnc2ccccc2c1=O)c1ccc(N2CCOCC2)c([N+](=O)[O-])c1
    0.8, 5, 1, 19, -0.7, 3, 0.3, -22, -6, -7
- CC1(c2ccccc2)NC(=O)N(CC(=O)Nc2ccc(C(N)=O)cc2)C1=O (stereo not drawn)
    -0.2, -5, 1, -4, -2.1, 0, -0.5, 4, -5, 6
